APE1 inh: APE1 (human) endonuclease inhibition; AID 2517; Potency, µM (titrated, usually from 65.8 µM), without a hit: at the highest dose activity change, negative = inhibition, hits mostly inhibitors; recombinant APE1, TAMRA/BHQ-2 abasic DNA cleavage fluorescence; 0.35% of 350,000 active; P27695;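 further: potency means the concentration at half of the fitted maximal effect; plate controls were vehicle for no effect and reference inhibitor for full effect; nearly all actives have a fitted effect of over 55% in size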
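Quantitative HTS: incision of a TAMRA/BHQ-2 double-stranded substrate bearing a tetrahydrofuran abasic site by 0.75 nM APE1 raises fluorescence. Substrate 50 nM final, added after 15 min compound preincubation at room temperature; progress as third-minus-first kinetic read difference.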
Pol kappa inh: blocks human DNA polymerase kappa activity; AID 588579; 0.53% of 400,000 active; Potency, µM (top dose mostly 107 µM), for inactives: top-dose activity, negative = inhibition, actives largely listed as inhibitors; purified Pol kappa, fluorescent DNA synthesis assay, 10 min; Q9UBT6; further: potency means the concentration at half of the fitted maximal effect; on the % scale 0 is the no-effect control and ±100 the full control effect
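First, compounds were pin-transferred onto 10 nM Pol kappa. After 15 min at room temperature, substrate was added to 50 nM final. Fluorescence was then measured kinetically at 0 and 10 min.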
Apoferritin bind: binds horse apoferritin like a general anesthetic; P02791; apoferritin/1-aminoanthracene competitive binding, fluorescence; Potency, µM (doses to about 77.5 µM), for the others: at the highest dose activity change, negative = displacement, hits mostly inhibitors; 0.074% of 350,000 active; further: potency means the concentration at half of the fitted maximal effect; on the % scale 0 is the no-effect control and ±100 the full control effect; nearly all actives have a fitted effect of over 20% in size
Target sequence (P02791 2-175 limits assumed): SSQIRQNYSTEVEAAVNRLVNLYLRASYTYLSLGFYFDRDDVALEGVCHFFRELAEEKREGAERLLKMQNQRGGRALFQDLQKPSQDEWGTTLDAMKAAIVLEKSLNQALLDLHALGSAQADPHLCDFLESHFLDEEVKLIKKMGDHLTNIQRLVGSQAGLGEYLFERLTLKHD
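10 uM apoferritin + 50% sat. 1-AMA, PBS; cpd 10 min RT; Ex380/Em535 endpoint; normalized to free probe vs complex; 4-param Hill fit; propofol titration as pos. ctrl.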
Pol eta inh: inhibitors of human DNA polymerase eta | Q9Y253 | recombinant Pol eta, fluorescent DNA replication assay | Potency, µM (top dose mostly 114 µM), for the others: top-dose activity change, negative = inhibition, usual class: inhibitors | 1.2% of 390,000 active | AID 588591; further: potency means the concentration at half of the fitted maximal effect; on the % scale 0 is the no-effect control and ±100 the full control effect
Target sequence (Q9Y253 whole entry, looked up): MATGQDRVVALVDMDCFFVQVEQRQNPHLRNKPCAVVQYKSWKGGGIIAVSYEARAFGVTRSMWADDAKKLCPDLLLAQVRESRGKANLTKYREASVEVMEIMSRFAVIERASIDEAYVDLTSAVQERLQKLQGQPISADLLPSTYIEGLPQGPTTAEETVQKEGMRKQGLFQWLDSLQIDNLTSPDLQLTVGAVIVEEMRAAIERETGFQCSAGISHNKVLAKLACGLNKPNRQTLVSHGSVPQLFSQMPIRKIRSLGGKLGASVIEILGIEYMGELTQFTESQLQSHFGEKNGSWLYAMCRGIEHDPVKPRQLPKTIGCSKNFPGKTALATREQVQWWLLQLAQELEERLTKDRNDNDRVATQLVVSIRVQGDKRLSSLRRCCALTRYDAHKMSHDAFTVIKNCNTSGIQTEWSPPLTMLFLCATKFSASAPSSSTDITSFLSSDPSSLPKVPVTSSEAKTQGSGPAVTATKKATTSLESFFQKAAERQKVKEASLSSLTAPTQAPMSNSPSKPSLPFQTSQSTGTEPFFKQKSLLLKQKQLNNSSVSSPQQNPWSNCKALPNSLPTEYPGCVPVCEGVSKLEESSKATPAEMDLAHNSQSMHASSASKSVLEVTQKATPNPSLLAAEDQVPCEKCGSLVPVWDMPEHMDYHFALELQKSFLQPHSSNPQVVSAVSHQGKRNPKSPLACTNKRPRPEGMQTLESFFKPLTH
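Pol eta at 10 nM preincubated with compounds 15 min at room temperature; reaction started with fluorescent substrate (50 nM final) and read kinetically at 0 and 10 min.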
Pol beta inh: DNA polymerase beta (human) inhibition; P06746; Pol beta primer extension/strand displacement, fluorescence kinetic; Potency, µM (series often up to 114 µM), for inactives: at the highest dose activity change, negative = inhibition, hits mostly inhibitors; 1.3% of 340,000 active; further: potency means the concentration at half of the fitted maximal effect; on the % scale 0 is the no-effect control and ±100 the full control effect
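Human Pol beta at 10 nM; strand-displacement substrate 50 nM final. Compound exposure 15 min at room temperature before start, reaction 10 min at room temperature.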
LDHA inh: LDHA (human) enzyme inhibition | activity change, % (values are at about 110 or 230 µM) | P00338 | 0.15% of 480,000 active | purified LDHA, NADH/diaphorase-resazurin fluorescence; stronger effect = lower value; in the data active means activity change below about -30%; inconclusive means mostly about -25% to -30%;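 further: plate controls were DMSO wells for no effect and wells without enzyme for full effect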
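Enzyme activity of human lactate dehydrogenase 5 (2 nM; 0.06 mM NADH, 0.2 mM pyruvate, 5 min, RT) is measured via a resazurin/diaphorase fluorescence readout of residual NADH.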
BLM inh: Bloom syndrome helicase (human) inhibition; recombinant BLM DNA unwinding, fluorescence dequenching; P54132; 0.2% of 350,000 active; AID 2528; Potency, µM (top dose mostly 56.1 µM), without a hit: at the top dose activity change, negative = inhibition, most hits filed as inhibitors;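 further: potency means the concentration at half of the fitted maximal effect; plate controls were vehicle for no effect and no enzyme for full effect; nearly all actives have a fitted effect of over 35% in size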
Glioma ERSR ind: ER stress response induction in glioma | U87-MG GRP78 promoter luciferase reporter, 16 h | Potency, µM, inactives show top-dose activation, actives largely listed as activators | 0.02% of 420,000 active; further: potency means the concentration at half of the fitted maximal effect; series mostly up to about 76 µM; % of control where 0% means no effect; nearly all actives have a fitted effect of over 35% in size
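Stably transfected U87-MG human glioma cells carrying a GRP78-based luminescent sensor were seeded at 1000 cells/well, pin-dosed with compounds and incubated 16 h. Luciferase reagent was then added, and end-point luminescence was read after 10 min at room temperature.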
Pol iota inh: DNA polymerase iota (human) inhibition; Q9UNA4; 1% of 390,000 active; Pol iota fluorescent replication assay, 10 min; Potency, µM (highest dose often 115 µM), inactives show at the highest dose activity, negative = inhibition, actives largely listed as inhibitors; further: potency means the concentration at half of the fitted maximal effect
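Pol iota at 10 nM preincubated 15 min with compounds at room temperature; reaction started with fluorescent substrate, 50 nM final. Fluorescence read kinetically at 0 and 10 min; buffer-only wells as negative control.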
Starred values were filed as active, the others as inactive; ? = inconclusive; . = not tested or not shown; & = joins results of further samples; [ ] = dose if it differs, or a comment. Unless noted, the call rests on the fitted dose curve; in most records, active means well fitted curve in the direction sought with a large enough effect; inconclusive means small, poorly fitted or top-dose-only effect, or another doubt; inactive means no such curve, though single readings can be large; an effect the other way counts as inactive or inconclusive. Some of the compounds tested, so the mix of outcomes need not match the whole.

Second line of a record: Pol beta inh	Pol iota inh	Glioma ERSR ind	LDHA inh	BLM inh	Pol eta inh	APE1 inh	Apoferritin bind	Pol kappa inh
> CC(C)(C)C(=O)Nc1ccccc1C(=O)NCCC(=O)Nc1ccccc1
  .	7%	1%	0	.	-7%	22%	.	8%
> CN(CCc1ccccc1)C(=O)c1ccc(NC(=O)Cc2cccc(NC(=O)C3CCN(S(=O)(=O)c4cccc([N+](=O)[O-])c4)CC3)c2)cc1
  .	20%	0%	-1	.	-20%	.	.	1%
> COc1ccc(NC(=O)CSCc2cc(=O)n3nc(C4CC4)sc3n2)cc1
  -10%	16%	-10%	2	2%	-3%	-5%	-7%	8%
> O=S(=O)(c1ccc(F)cc1)N1CCN(C(=S)NC2CCCC2)CC1
  22%	1%	-3%	-4	0%	-9%	-1%	-9%	-14%
> COc1ccc(N2CCN(C(=O)c3c(C)nn(-c4ccccc4)c3C)CC2)cc1
  -6%	-5%	1%	-6	-2%	-18%	-3%	-5%	-5%
> COc1ccc(CSCC(=O)N/N=C/c2ccc(OCC(=O)N3CCCCC3)cc2)cc1
  -7%	?	-3%	-1	4%	2%	-1%	?	-9%
> CCOc1ccc(N(C(=O)C2CCCO2)C2C=CS(=O)(=O)C2)cc1 (centres undefined)
  0%	89%[activator]	-3%	-3	2%	2%	-2%	-7%	6%
> CS(=O)(=O)n1nc(OC(=O)c2cccs2)cc1N
  1%	25%	-3%	-6	-6%	-21%	-9%	-5%	-5%
> CCCCOc1ccc(C(=O)NCCc2cccs2)cc1
  1%	.	.	.	-4%	.	7%	-17%	.
> COC(=O)c1scc2c(Oc3ccccc3)cc(C(F)(F)F)nc12
  ?	-3%	3%	-4	-2%	-4%	6%	-11%	-13%
> COc1cc(NS(=O)(=O)c2ccc3ccccc3c2)c2ncccc2c1
  ?	110%[activator]	-7%	17	-5%&-6%	-11%	56%&-4%[activator]	-2%&3%	-9%
> O=C(CN(Cc1ccco1)C(=O)CNS(=O)(=O)c1ccccc1)NCc1ccc(F)cc1
  -2%	5%	-5%	-3	-4%	-21%	20%	-14%	-13%
> Cc1cc(=O)oc2cc(OCC(=O)OCC(=O)NCc3ccc4c(c3)OCO4)ccc12
  7%	-1%	-3%	-7	-12%	2%	15%	?	0%
> c1ccc(CN2CCN(c3ncnc4nc[nH]c34)CC2)cc1
  4%	2%	-3%	-7	1%	4%	0%	-7%	-7%
> CN(c1ccc(OCC(=O)NC2=NCCS2)cc1)S(=O)(=O)c1ccc(F)cc1
  1%	-15%	8%	-3	9%	0%	-1%	-22%	-5%
> CCn1c2ccccc2c2cc(NC(=O)CNCc3ccccc3OC)ccc21
  -21%	3%	-4%	-3	-3%	-17%	6%	-4%	-4%
> Cc1ccc(CNC(=O)c2cc(-c3ccccc3C)nn2CC2CC(c3cccnc3)=NO2)cc1 (centres undefined)
  .	?	0%	-1	.	-17%	-13%	.	-5%
> O=C(Nc1ccc(CN2CCCCC2)cc1)Nc1ccccc1Cl
  -7%	.	-1%	-3	0%	1%	-3%	-19%	0%
> CC(=O)C1=C(C)Nc2cc(C(F)(F)F)ccc2S1
  3%	15%	1%	6	-3%	-8%	-4%	?	-18%
> O=C(C=C=Nc1ccccc1)C(=O)N=C=Cc1ccccc1
  -18%	?	-8%	-4	-8%	-3%	4%	-4%	0%
> O=C(NCCOc1ccc(Cl)cc1)C1CC(=O)N(c2ccc(F)cc2)C1 (centres undefined)
  9%	-16%	-1%	-3	-4%	-10%	1%	-16%	-5%
> COc1cccc(/C=C2\SC(=N)N(c3ccc(F)cc3)C2=O)c1
  3%	108%[activator]	?	-11	-2%	-15%	2%	-5%	3%
> Cn1cccc1C(=O)Nc1nccs1
  10%	9%	10%	-7	-1%	0%	-4%	-14%	-2%
> Cn1c(CN2CCCC2)nc2cc(NC(=O)c3cccs3)ccc21
  12%	15%	1%	6	-13%	-12%	8%	-4%	-4%
> Cc1ccc(CC(=O)Nc2nc3ccccc3[nH]2)cc1C
  7%	7%	4%	-2	-1%	8%	0%	-5%	4%
> CCOC(=O)c1cn(CC)c2ccc(Br)cc2c1=O
  -13%	4%	2%	-7	2%	-11%	1%	-12%	-8%
> CC(/C=N/N1C(=O)CSC1=S)=C\c1ccccc1
  -17%	22%	-2%	2	-8%	-14%	-7%	-19%	-3%
> CC(C)Cn1c(=O)c(C(=O)N/N=C/c2cccc(F)c2)c(O)c2ccccc21
  31%	-3%	-3%	0	-1%	-12%	-5%	-6%	-11%
> COc1ccc(N2CCN(Cc3nc4ccccc4n3C)CC2)cc1
  2%	8%	-3%	5	-5%	-15%	-1%	7%	-3%
> COc1cc(OC)c(N(C)S(=O)(=O)c2cccc(C(=O)Nc3nc(C)cs3)c2)cc1Cl
  .	9%	-2%	-1	.	-10%	-19%	.	3%
> COC(=O)N1CCc2c(sc(NC(=O)C3=COCCO3)c2C#N)C1
  .	?	-4%	4	.	-19%	12%	.	6%
> COc1ccc(CC(=O)Nc2sc3c(c2C(=O)Nc2ccc(C)cc2)CCCCC3)cc1
  ?	-21%	-2%	11	-8%	?	.	-6%	-16%
> Cc1ccc2c(c1)N(CCCC(=O)NCc1cccnc1)C(=O)CO2
  -16%	14%	-3%	-6	2%	-9%	-2%	-1%	-3%
> O=[N+]([O-])c1ccc(Cl)cc1N/N=C/c1ccncc1
  2%	-11%	1%	-7	-8%	5%	15%	2%	-10%
> NS(=O)(=O)c1ccc(CCNCC#Cc2ccccc2)cc1
  35%	?	-4%	-5	2%	-8%	6%	-15%	-13%
> O=C(CCCNC(=O)c1ccc(Cl)cc1)Nc1cccc(S(=O)(=O)N2CCCCC2)c1
  .	28%	-3%	2	.	-26%	9%	.	3%
> Cc1cccc(C)c1NC(=O)CNC(=O)c1ccc2c(c1)NC(=O)CS2
  .	65%[activator]	-3%	-3	.	-5%	18%	.	-2%
> O=C(NC1CCCCC1)N1CCC(c2nc(-c3ccc(S(=O)(=O)N4CCCC4)cc3)no2)CC1
  -24%	21%	-7%	-9	-3%	-4%	2%	-4%	-7%
> Cc1ccc2cc(CCNC(=O)C(C)(C)C)c(=O)[nH]c2c1
  5%	11%	-2%	4	0%	-6%	-8%	10%	17%
> CCN(C[C@H]1N[C@@](CC)(C(=O)OC)[C@H]2C(=O)N(Cc3ccccc3)C(=O)[C@@H]12)S(=O)(=O)c1ccccc1
  .	?	-4%	0	.	-17%	5%	.	1%
> COC(=O)c1cnc(NCc2ccc(F)cc2)c2ccccc12
  -15%	8%	1%	-4	-17%	-10%	.	38%[activator]	-10%[60.1 µM]
> COc1ccc(NC(=S)Nc2cccc(Cl)c2Cl)cc1OC
  39%	53%[activator]	-2%	0	-4%	-5%	15%	-22%	-16%
> Cc1cc(NC(=O)Cn2c(=O)n(CCCCC(=O)NC3CCN(Cc4ccccc4)CC3)c(=O)c3ccccc32)n[nH]1
  11%	.	.	.	-11%	.	-5%	-1%	.
> O=C(CCCC(=O)N(CC(=O)NC1CCCC1)c1cccc(F)c1)Nc1ccccn1
  53%	9%	-2%	-12	-1%	-6%	13%	-3%	-27%
> CCO[C@@H]1OC(C(=O)N2CCN(C)CC2)=C[C@H](c2ccc(C(F)(F)F)cc2)[C@H]1CCCO
  18%	4%	-3%	-3	-8%	-12%	-1%	-7%	-13%
> COC(=O)c1ccccc1NC(=O)c1ccc2c(c1)C(=O)N(Cc1ccco1)C2=O
  .	15%	-3%	-7	.	-17%	.	.	-7%
> c1cc(OCCCN2CCCCC2)ccc1CN1CCCCC1
  1%	-14%	-10%	-7	-5%	0%	15%	-7%	-10%
> CCNS(=O)(=O)c1ccc(NC(=O)c2ccc(Cn3cc(Br)cn3)o2)cc1
  5%	14%	-2%	0	1%	?	-3%	-4%	-3%
> Cc1[nH]c(=O)[nH]c(=O)c1S(=O)(=O)N1CCN(c2ccccc2F)CC1
  9%	-17%	-3%	-13	5%	5%	-1%	-9%	3%
> O=C(c1ccncc1)N1CCC[C@@]2(CCN(c3ccncc3)C2)C1
  .	.	-3%	.	4%	.	3%	.	3%[60.1 µM]
> CC1CCN(C(=O)CSc2nnc(CN3CCOCC3)n2-c2ccccc2)CC1
  -3%	-7%[58.9 µM]	-5%	-6	-14%	-1%	5%	-6%	1%
> CCc1noc(C)c1C(=O)OCC(=O)c1ccc(NC(C)=O)cc1F
  .	12%	0%	2	.	-20%	1%	.	6%
> O=S(=O)(c1ccccc1)N1CCN(c2cc(-c3ccccc3)nc3ncnn23)CC1
  1%	21%	-2%	-2	-1%	-4%	-2%	-18%	-21%
> CCSC1=C(C#N)C2(CCCC2)C(C#N)=C(N)N1
  16%	-1%	-2%	-2	-3%	-15%	-1%	?	-12%
> Nc1ccc(N)c(C(=O)O)c1
  0.4µM*	2.5µM*	-3%	-2	5.6µM*	1.3µM*	1.3µM*	0%	6.3µM*
> O=C(NCc1ccc(Cl)cc1)c1ccncc1
  50%	30%	0%	-7	-2%	-16%	4%	-12%	1%
> CCOC(=O)C1CCN(S(=O)(=O)c2ccc(C)c(C)c2)CC1
  -22%	-17%	-1%	-4	2%	-4%	9%	-2%	-2%
> COc1cccc(CNC(=O)c2ccc3c(c2)nc2n3CCCCC2)c1OC
  -1%	-7%	.	2	0%	.	.	3%	-6%[60.1 µM]
> CCOc1ccc(NC(=O)NC(=O)N(C(C)C)S(C)(=O)=O)cc1
  -1%	-14%	-1%	1	-5%	-6%	-3%	-11%	-6%

Arranged by formula weight (ascending): 3 of the compounds above
Second line of a record: Pol beta inh	Pol iota inh	Glioma ERSR ind	LDHA inh	BLM inh	Pol eta inh	APE1 inh	Apoferritin bind	Pol kappa inh
> O=[N+]([O-])c1ccc(Cl)cc1N/N=C/c1ccncc1
  2%	-11%	1%	-7	-8%	5%	15%	2%	-10%
> Cc1ccc2c(c1)N(CCCC(=O)NCc1cccnc1)C(=O)CO2
  -16%	14%	-3%	-6	2%	-9%	-2%	-1%	-3%
> O=C(CCCNC(=O)c1ccc(Cl)cc1)Nc1cccc(S(=O)(=O)N2CCCCC2)c1
  .	28%	-3%	2	.	-26%	9%	.	3%
